Glioma ERSR ind: qHTS for Inducers of the Endoplasmic Reticulum Stress Response (ERSR) in Human Glioma: qHTS; AID 602332, 2012; hit rate 0.02% among 420,000; Potency, µM, for inactives: at the top dose activation, actives largely listed as activators; U87-MG GRP78 promoter luciferase reporter, 16 h; further: potency means the concentration at half of the fitted maximal effect; series mostly up to about 76 µM; % of control where 0% means no effect; nearly all actives have a fitted effect of over 35% in size
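Stably transfected U87-MG glioma cells carrying a GRP78-based luciferase sensor; 16 h compound incubation. Luminescence end-point read 10 min after Bright-Glo addition at room temperature.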
TrxR1 substrate: qHTS Assay for Substrates of Mammalian Selenoprotein Thioredoxin Reductase 1 (TrxR1): qHTS; purified TrxR1 substrate turnover, NADPH consumption readout; hit rate 0.01% among 390,000; Potency, µM (highest dose often 114 µM), without a hit: at the highest dose activity change, negative = substrate turnover; further: potency means the concentration at half of the fitted maximal effect; on the % scale 0 is the no-effect control and ±100 the full control effect; nearly all actives have a fitted effect of over 50% in size
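Rat TrxR1, dispensed at 90 nM, was prereduced with 400 uM NADPH (final) for 5 min at ~22 deg C, then incubated with compound 15 min before 400 uM selenite. A first-read NADPH fluorescence drop versus no-compound background flagged substrates.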
RXFP1 ag: qHTS Assay for Agonists of the Relaxin Receptor RXFP1; HEK293T-RXFP1 cAMP TR-FRET, 30 min; response scale: percent of porcine relaxin response, buffer zero; Potency, µM (doses to about 57.5 µM), for the others: at the top dose activation, most hits filed as activators; hit rate 0.3% among 370,000; AID 2676, 2010; further: potency means the concentration at half of the fitted maximal effect; on the % scale 0 is the no-effect control and ±100 the full control effect; nearly all actives have a fitted effect of over 60% in size; many of its hits are not listed in these tables
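Agonist response is measured as cAMP accumulation in an RXFP1-transfected HEK293T line under PDE4 inhibition. Values are scaled between buffer-only and 29 nM porcine relaxin, and EC50s come from standard Hill equation fits.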
LDHA inh: qHTS assay for inhibitors of human lactate dehydrogenase; purified LDHA, NADH/diaphorase-resazurin fluorescence; stronger effect = lower value; activity change, % (values are at about 110 or 230 µM); hit rate 0.15% among 480,000; in the data active means activity change below about -30%; inconclusive means mostly about -25% to -30%;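 further: plate controls were DMSO wells for no effect and wells without enzyme for full effect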
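Human LDH5 (2 nM) was incubated with 0.06 mM NADH and 0.2 mM pyruvate for 5 min at room temperature in Tris pH 7.4. Remaining NADH was coupled through diaphorase/resazurin, and resorufin fluorescence was read at 0 and 20 min.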
PI4K2A inh: qHTS for small molecular inhibitors of PI4K2A | hit rate 0.13% among 420,000 | activity change, negative = inhibition, % at 76.9 µM | purified PI4K2A, ADP-Glo luminescence, 1 h; stronger effect = lower value; in the data active means activity change below about -50%; inconclusive means mostly about -30% to -49%;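 further: -100% = wells without enzyme as full effect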
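PI4K2A activity was measured by ADP-Glo luminescence: enzyme (4 ug/mL stock) and phosphatidylinositol (1.2 mM stock) in Tris pH 7.5/MgCl2/EGTA/Triton X-100 buffer were reacted with ATP (300 microM stock) for one hour at ambient temperature.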
USP1-UAF1 inh: Inhibitors of USP1/UAF1: Primary Screen | Ubiquitin carboxyl-terminal hydrolase 1 (Homo sapiens), O94782 | recombinant USP1/UAF1, Ub-Rhodamine cleavage fluorescence | Potency, µM (titrated, usually from 57.1 µM), for the others: at the highest dose activity change, negative = inhibition, actives largely listed as inhibitors | hit rate 0.23% among 390,000; further: potency means the concentration at half of the fitted maximal effect; on the % scale 0 is the no-effect control and ±100 the full control effect; nearly all actives have a fitted effect of over 60% in size; inactives centre near -12
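1 nM enzyme complex + cpd, 15 min RT; start with Ub-Rho 150nM final; kinetic fluorescence ex 480/em 540, 6 reads q60 s. Buffer 50mM HEPES pH 7.8, 0.5mM EDTA, 0.1 mg/ml BSA, 1mM TCEP, 0.01% Tween-20.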
mIDH1 inhibitor: qHTS for Inhibitors of mutant isocitrate dehydrogenase 1 (IDH1): qHTS; Isocitrate dehydrogenase [NADP] cytoplasmic (Homo sapiens), O75874; IDH1-R132H enzyme, NADPH consumption, diaphorase/resazurin fluorescence; Potency, µM (highest dose often 76.6 µM), for inactives: at the top dose activity change, negative = inhibition, usual class: inhibitors; hit rate 0.093% among 390,000; AID 602179, 2012; further: potency means the concentration at half of the fitted maximal effect; on the % scale 0 is the no-effect control and ±100 the full control effect; nearly all actives have a fitted effect of over 65% in size
Target sequence (O75874 whole entry R132H, stated change not applied): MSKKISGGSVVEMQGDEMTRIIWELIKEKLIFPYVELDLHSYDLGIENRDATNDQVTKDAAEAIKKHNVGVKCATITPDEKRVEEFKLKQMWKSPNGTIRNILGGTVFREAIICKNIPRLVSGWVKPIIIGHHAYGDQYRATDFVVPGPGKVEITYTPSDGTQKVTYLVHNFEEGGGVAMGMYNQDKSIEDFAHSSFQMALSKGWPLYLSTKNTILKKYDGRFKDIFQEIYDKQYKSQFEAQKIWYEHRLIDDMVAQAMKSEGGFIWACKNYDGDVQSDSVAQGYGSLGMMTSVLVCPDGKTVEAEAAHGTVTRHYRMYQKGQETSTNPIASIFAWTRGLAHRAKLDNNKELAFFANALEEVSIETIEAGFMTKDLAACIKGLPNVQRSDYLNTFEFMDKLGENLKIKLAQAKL
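IDH1-R132H (0.5 ug/mL) preincubated 30 min with compound, then NADPH (0.016 mM) and alpha-KG (2 mM) added; 80 min at RT, pH 7.5. Remaining NADPH coupled via diaphorase/resazurin to fluorescence (540/590 nm); concentration-response curves normalized to no-enzyme control.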
Vif-APOBEC3G blk: qHTS for Inhibitors of Vif-A3G Interactions: qHTS | HeLa A3G-eYFP + Vif (tagged APOBEC3G with the HIV-1 protein that degrades it), YFP fluorescence, overnight | Potency, µM (series often up to 46.1 µM), for inactives: at the highest dose activity, negative = active, most hits filed as inhibitors | hit rate 0.076% among 410,000 | AID 602310, 2012;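 further: potency means the concentration at half of the fitted maximal effect; on the % scale 0 is the no-effect control and ±100 the full control effect; nearly all actives have a fitted effect of over 60% in size; hits raise eYFP signal because A3G escapes Vif-driven loss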
Target sequence (Q9HC16 whole entry, looked up): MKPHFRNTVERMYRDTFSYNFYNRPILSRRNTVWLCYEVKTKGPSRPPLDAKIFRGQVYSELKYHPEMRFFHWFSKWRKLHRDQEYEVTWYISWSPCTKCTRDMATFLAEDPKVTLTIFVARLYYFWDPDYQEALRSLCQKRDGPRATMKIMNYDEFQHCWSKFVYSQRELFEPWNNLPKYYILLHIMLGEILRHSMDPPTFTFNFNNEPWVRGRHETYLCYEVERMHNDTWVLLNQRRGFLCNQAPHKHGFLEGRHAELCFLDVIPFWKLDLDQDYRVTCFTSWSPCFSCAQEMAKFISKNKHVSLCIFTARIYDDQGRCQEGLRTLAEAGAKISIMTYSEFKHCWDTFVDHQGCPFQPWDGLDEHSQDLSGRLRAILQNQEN
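Read-out is eYFP fluorescence (Ex 488/Em 500-530) from Vif-expressing HeLa A3G-eYFP cells; more signal means A3G escaped Vif-mediated degradation. Cells plated overnight, compound pinned in, incubated overnight at 37 deg C.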
Vif-A3F inh: qHTS for Inhibitors of Vif-A3F Interactions: qHTS | HeLa A3F-eYFP + Vif (tagged APOBEC3F with the HIV-1 protein that degrades it), YFP fluorescence increase | Potency, µM (highest dose often 46.1 µM), for inactives: at the top dose activity, negative = active | hit rate 0.2% among 390,000; further: potency means the concentration at half of the fitted maximal effect; % of control where 0% means no effect; nearly all actives have a fitted effect of over 65% in size
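HeLa cells stably expressing A3F-eYFP plus Vif, plated and incubated overnight at 37 deg C, then exposed to compounds overnight at 37 deg C. Blocked degradation read as raised yellow fluorescence (Ex 488/Em 500-530).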
* marks the source's active call; other numbers are inactive results; ? = inconclusive; · = no result given; [ ] = remark or other dose. Unless noted, the call rests on the fitted dose curve; in most records, active means well fitted curve in the direction sought with a large enough effect; inconclusive means small, poorly fitted or top-dose-only effect, or another doubt; inactive means no such curve, though single readings can be large; an effect the other way counts as inactive or inconclusive. These rows are one share of the data (hit frequency here may not be typical).

SMILES	Glioma ERSR ind	TrxR1 substrate	RXFP1 ag	LDHA inh	PI4K2A inh	USP1-UAF1 inh	mIDH1 inhibitor	Vif-APOBEC3G blk	Vif-A3F inh
COC(=O)c1ccc(N2C(=O)CC(N3CCOCC3)C2=O)cc1 (centres undefined)	0%	1%	0.2%	-5	1	-11%	1%	1%	-14%
COC(=O)c1ccccc1NC(=O)C1CCN(C(=O)c2ccc(OC)cc2)CC1	-3%	1%	0.0%	-3	2	-10%	6%	-2%	-6%
CCCC1=Nc2cc(C(=O)NCCCN3CCN(C)CC3)ccc2Sc2ccccc21	-3%	3%	5.0%	-4	0	-25%	7%	1%	1%
C(#CCN1CCOCC1)COCCCOC(c1ccccc1)c1ccccc1	-3%	6%	0.2%	-5	3	-3%	11%	-5%	-7%
COc1ccc(S(=O)(=O)N2CCN(CC(=O)NCCc3cccs3)CC2)cc1	-5%	2%	3.0%	1	5	-15%	8%	-3%	-6%
N#Cc1nc(-c2cccc3ccccc23)oc1N	0%	364%[activator][57.1 µM]	4.9%	-1	-3	·	·	-5%	-1%
CCN(CC)S(=O)(=O)c1cc(OC)c(Cl)cc1Cl	0%	6%[57.1 µM]	-0.4%	0	-1	-7%	2%	0%	-3%
CCCNC1(C(N)=O)CCN(Cc2ccccc2)CC1	-3%	4%	·	-5	-1	-34%	0%	0%	0%
COc1ccc(N2CCN(C(=O)Nc3cn(CC(C)C)c(=O)c4ccccc34)CC2)cc1	-6%	2%	-3.6%	5	-3	?	3%	0%	1%
N#Cc1ccc(C(=O)Nc2cccc3ccccc23)c(F)c1	-3%	0%	1.4%	-3	1	0%	9%	0%	3%
COC(=O)c1ccc(C(=O)OC)c(NC(=O)Nc2ccc3c(c2)OCO3)c1	1%	8%[57.1 µM]	-1.6%	0	-5	-11%	-1%	-3%	-1%
O=C(NCCOc1ccccc1F)c1ccccc1SCc1ccc(F)cc1	-2%	-8%	0.7%	6	-1	-8%	8%	0%	3%
Cc1ccc(-c2nc3ccsc3c(=O)o2)cc1	2%	-4%[57.1 µM]	2.6%	2	0	-10%	5%	-10%	1%
O=C(NCCCN1CCCC1=O)c1ccc(OC(F)(F)F)cc1	1%	7%[57.1 µM]	4.1%	-2	-1	-19%	2%	5%	10%
CCC(NC(=O)OC(C)(C)C)C(=O)Oc1ccc2c3c(c(=O)oc2c1)CCC3 (centres undefined)	-1%	193%[activator]	5.6%	2	17	-2%	0%	-5%	-3%
CNC(=O)c1[nH]cnc1C(=O)N[C@@H](C)C(=O)OCc1ccccc1	0%	-4%[57.1 µM]	-4.8%	1	-20	-21%	13%	0%	0%
Cc1ccccc1-c1csc(C(C)(O)c2cccnc2)n1 (centres undefined)	-1%	·	·	-3	5	·	·	2%	·
Nc1cccc2nc3ccccc3cc12	?	0%	-0.4%	1	0	-14%	-15%	-3%	4%
Cc1c(C(=O)N2CCC(C)CC2)c(S(=O)(=O)NCc2ccc(Br)cc2)c(C)n1C	-1%	7%[57.1 µM]	1.2%	-3	-1	-6%	1%	5%	-7%
COc1cccc(NC(=O)NNC(=O)COc2ccc3ccccc3c2)c1	-3%	3%	0.2%	-6	3	-19%	5%	-9%	6%

Part of the list above in order of SMILES length, lowest first.
SMILES	Glioma ERSR ind	TrxR1 substrate	RXFP1 ag	LDHA inh	PI4K2A inh	USP1-UAF1 inh	mIDH1 inhibitor	Vif-APOBEC3G blk	Vif-A3F inh
CCCNC1(C(N)=O)CCN(Cc2ccccc2)CC1	-3%	4%	·	-5	-1	-34%	0%	0%	0%
C(#CCN1CCOCC1)COCCCOC(c1ccccc1)c1ccccc1	-3%	6%	0.2%	-5	3	-3%	11%	-5%	-7%
CCCC1=Nc2cc(C(=O)NCCCN3CCN(C)CC3)ccc2Sc2ccccc21	-3%	3%	5.0%	-4	0	-25%	7%	1%	1%
COC(=O)c1ccc(C(=O)OC)c(NC(=O)Nc2ccc3c(c2)OCO3)c1	1%	8%[57.1 µM]	-1.6%	0	-5	-11%	-1%	-3%	-1%

Remaining list, next part
SMILES	Glioma ERSR ind	TrxR1 substrate	RXFP1 ag	LDHA inh	PI4K2A inh	USP1-UAF1 inh	mIDH1 inhibitor	Vif-APOBEC3G blk	Vif-A3F inh
Nc1nnc(SCc2ccccc2F)s1	6%	-3%	0.0%	-10	-5	-3%	-1%	2%	-1%
Cc1ccc(S(=O)(=O)N2CCN(Cc3cc(=O)n4ccccc4n3)CC2)cc1C	-3%	10%	-0.5%	-2	-5	-5%	-3%	1%	0%
N#CCOc1ccccc1CNC[C@H]1O[C@@H](n2cnc(C(N)=O)n2)[C@H](O)[C@@H]1O	-1%	5%	·	-4	-2	-24%	-2%	1%	4%
O=C(O)c1ccc(CSc2nnc(COc3ccccc3)o2)cc1	-2%	-5%	1.5%	-5	-1	-20%	2%	0%	12%
CCc1nc(N)c(C#N)c(-c2cccnc2)c1C	-5%	7%	-1.5%	-3	7	-18%	5%	0%	-9%
Cc1ccc(C(=O)OCC(=O)NCc2ccccc2)cc1S(=O)(=O)N1CCCCC1	-3%	8%	1.3%	-2	3	-23%	-5%	-1%	-2%
C=CCNC(=O)C1CC1(c1ccccc1)c1ccccc1 (centres undefined)	-1%	-20%	-0.4%	-1	-4	-5%	5%	0%	1%
CC(C)(CNC(=O)c1cccc(F)c1)CNC(=O)c1cccc(F)c1	-1%	1%	·	-3	0	-16%	5%	1%	3%
O=C(COc1cc(Cl)ccc1Cl)Nc1ccc2[nH]c(=O)[nH]c2c1	-4%	4%[57.1 µM]	-0.9%	-1	-12	-23%	4%	-2%	-12%
CCOC(=O)c1ccc(NC(=S)N2CCN(CCO)CC2)cc1	4%	11%[57.1 µM]	0.0%	1	4	-9%	5%	0%	-13%
Cc1ccc(-c2nc(CSCC(=O)NCCCN3CCOCC3)c(C)o2)cc1	-1%	8%	0.2%	0	0	-10%	11%	-1%	2%
Cc1[nH]c2ccccc2c1CN1CCC(Cc2ccccc2)CC1	-7%	20%	-0.7%	-9	-11	-14%	2%	-19%	-1%
Cc1nc2nc[nH]n2c(=O)c1NS(C)(=O)=O	-8%	8%[57.1 µM]	3.5%	-9	-6	-7%	-7%	2%	7%
Cc1[nH]nc(SCC(=O)N2CCCCCC2)c1[N+](=O)[O-]	4%	-5%	-1.2%	-16	0	-19%	6%	-1%	7%
CCOC(=O)c1cnc(NCc2ccccc2)nc1C	8%	-9%	1.0%	0	-7	-14%	4%	-7%	-8%
CCCCN(C(=O)CSCC(=O)Nc1ccc(OC)cc1)c1c(N)n(Cc2ccccc2)c(=O)[nH]c1=O	2%	-6%	-0.5%	-9	3	2%	-3%	3%	7%
O=C(CS(=O)(=O)Cc1ccccc1)Nc1ccc2c(c1)OCO2	1%	-8%	0.1%	4	4	-28%	19%	2%	-11%
CC(CN1CCN(C)CC1)OC(=O)c1ccc(F)cc1 (centres undefined)	-1%	11%[57.1 µM]	2.2%	1	-1	3%	1%	-1%	8%
CC1S/C(=C(\C#N)C(N)=O)N(c2ccc(F)cc2)C1=O (centres undefined)	-2%	12%[57.1 µM]	-0.1%	-2	-1	-3%	-1%	0%	-7%
Cc1cc(C(=O)N/N=C/c2cccc([N+](=O)[O-])c2)c2ccccc2n1	-4%	-9%	0.9%	-1	4	-7%	10%	-14%	3%
CC1CCc2c(sc3nnn(CC(=O)Nc4cccc(C(F)(F)F)c4)c(=O)c23)C1 (centres undefined)	-3%	-6%	0.7%	-1	3	-13%	0%	3%	-2%
CC(C)(C)C(=O)N1CCN(c2ccc([N+](=O)[O-])c(NCc3cccnc3)c2)CC1	-2%	-11%	0.9%	-4	0	-10%	12%	-5%	15%
CC(C)N(C(=O)COC(=O)c1cccc(N(C)C)c1)c1ccccc1	-3%	4%	1.3%	3	2	-22%	11%	-8%	6%

Copied from the list.
TrxR1 substrate result of Cc1ccc(C(=O)OCC(=O)NCc2ccccc2)cc1S(=O)(=O)N1CCCCC1 : 8%
Vif-APOBEC3G blk result of CCCCN(C(=O)CSCC(=O)Nc1ccc(OC)cc1)c1c(N)n(Cc2ccccc2)c(=O)[nH]c1=O : 3%
RXFP1 ag result of CC(CN1CCN(C)CC1)OC(=O)c1ccc(F)cc1 (centres undefined) : 2.2%

Bioassay records deposited in PubChem by National Center for Advancing Translational Sciences (NCATS).
